Assay outcomes from PubChem.
ERAP1 HTS inh = ERAP1 (human) enzyme inhibition | Q9NZ08 | recombinant ERAP1, Leu-AMC fluorescence, 60 min | inhibition, % at 10.7 µM | hit rate 0.15% among 340,000;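 active means mean replicate inhibition of at least 30%, or all replicates individually reaching that 30% level; inactive means mean below 30% and not every replicate reaching it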;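 further: 0% = neutral control wells and 100% = L-leucinethiol positive control wells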
Target sequence (Q9NZ08 whole entry, looked up): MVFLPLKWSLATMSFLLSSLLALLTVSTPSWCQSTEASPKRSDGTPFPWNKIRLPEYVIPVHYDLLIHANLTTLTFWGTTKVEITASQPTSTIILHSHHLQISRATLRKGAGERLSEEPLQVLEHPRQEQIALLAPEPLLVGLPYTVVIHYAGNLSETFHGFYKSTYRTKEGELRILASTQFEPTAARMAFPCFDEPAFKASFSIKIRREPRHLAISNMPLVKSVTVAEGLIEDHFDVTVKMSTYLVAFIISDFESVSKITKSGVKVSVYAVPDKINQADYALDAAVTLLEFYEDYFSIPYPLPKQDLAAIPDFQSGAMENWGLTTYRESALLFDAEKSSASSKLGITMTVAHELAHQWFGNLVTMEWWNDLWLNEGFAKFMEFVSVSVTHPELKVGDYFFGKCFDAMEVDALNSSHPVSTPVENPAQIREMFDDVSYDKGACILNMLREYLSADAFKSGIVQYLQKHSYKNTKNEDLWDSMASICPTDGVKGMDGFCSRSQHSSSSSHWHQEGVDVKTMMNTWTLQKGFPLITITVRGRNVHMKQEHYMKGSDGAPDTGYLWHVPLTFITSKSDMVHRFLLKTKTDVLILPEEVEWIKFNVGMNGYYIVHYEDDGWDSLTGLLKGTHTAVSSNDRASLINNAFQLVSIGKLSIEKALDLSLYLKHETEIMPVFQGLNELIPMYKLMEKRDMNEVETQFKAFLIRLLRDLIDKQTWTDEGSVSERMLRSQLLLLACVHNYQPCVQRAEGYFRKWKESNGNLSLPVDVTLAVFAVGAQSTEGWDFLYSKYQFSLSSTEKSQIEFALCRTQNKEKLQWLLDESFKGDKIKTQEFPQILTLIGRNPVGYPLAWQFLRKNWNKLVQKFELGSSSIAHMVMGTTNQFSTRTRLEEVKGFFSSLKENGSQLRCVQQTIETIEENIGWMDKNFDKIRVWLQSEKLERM
Casp6 inh = inhibitors of human caspase-6 | inhibition, % at 12.5 µM | purified caspase-6, Z-VEID-R110 cleavage fluorescence | hit rate 0.53% among 350,000 | P55212 | AID 686996;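 active means mean inhibition across replicates at least about 35%, with every replicate also reaching that limit, limit read from the data; inconclusive means only one of the two criteria met; inactive means neither criterion met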;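 further: 0% = median of neutral control wells and 100% = no fluorescence left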
F508del corr = CFTR F508del correction in bronchial cells; CFBE cells, YFP halide quenching; stimulated with forskolin plus potentiator P3; % fluorescence drop versus neutral controls; activity (quench increase), % at 7.58 µM; hit rate 0.36% among 350,000; AID 720511;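 active means mean added fluorescence quench of at least 8% versus neutral control, with both replicates also reaching 8%; inconclusive means only one of the mean or replicate conditions met; inactive means mean below 8% and not both replicates reaching 8%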;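 further: cells transiently co-express mutant CFTR-F508del with the halide-sensitive YFP; corrector assay measuring rescue of mutant channel to the surface after 24 h compound exposure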
DENV2 CPE = DENV2-induced cell death inhibition | DENV2-infected cells, cytopathic effect rescue, plate reader | CPE inhibition, % at 9.99 µM | hit rate 1.7% among 350,000 | AID 651640; in the data active means CPE inhibition above about 20%, passing the limit was not always enough; inconclusive means no clear call, values can overlap the other calls; tested in BHK-21 cells;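 further: 0% = median of neutral control wells and 100% = median of positive control wells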
miR-122 sensor = miR-122 inhibition in Huh7 cells | Huh7 miR-122 Renilla luciferase sensor, 48 h; neutral wells = 0, positive control = 100 | activation (reporter increase), % at 12.5 µM | hit rate 0.3% among 340,000;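 active means mean replicate activation score at least 90 and every replicate individually at or above 90; inconclusive means only one of the two criteria met; inactive means neither criterion met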;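 further: higher luciferase means less miR-122 activity so hits act as miR-122 inhibitors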
SIRT5 block = sirtuin-5 (human) deacylase inhibition; AID 652115; hit rate 1.1% among 330,000; inhibition, % at 15 µM; Q9NXA8; Purified SirT5, succinyl-peptide AMC, trypsin-coupled fluorescence; in the data active means inhibition above about 15%; inconclusive means no clear call, values can overlap the other calls
ERp5 inh = ERp5 (human) disulfide isomerase inhibition; hit rate 0.05% among 350,000; Q15084; AID 651711; ERp5 insulin aggregation, absorbance 650 nm, 90 min; inhibition, % at 9.99 µM;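 active means mean replicate inhibition above about 25%, with every replicate also reaching it, limit read from the data, passing the limit was not always enough; inconclusive means only one of those two criteria met; inactive means neither criterion met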
An asterisk follows results filed as active; ? = inconclusive; · = not tested or not shown; & = joins results of further samples; [ ] = dose if it differs, or a comment.

SMILES | ERAP1 HTS inh | Casp6 inh | F508del corr | DENV2 CPE | miR-122 sensor | SIRT5 block | ERp5 inh
C[C@H](CO)N1C[C@H](C)[C@H](CN(C)C(=O)NC2CCCCC2)Oc2ccc(NS(=O)(=O)c3ccccc3)cc2C1=O | 2 | 2 | 3.1 | -4 | -5[16.7 µM] | 3 | -1
COc1ccc2c(CC(=O)NCc3cccs3)coc2c1 | 2 | 2 | 1.8 | 8 | 6 | -4 | 0
Cn1cc(/C=C2\SC(=O)N(c3ccc(O)cc3)C2=O)c2ccccc21 | -3 | 8 | -2.2 | -15 | · | -1 | 2
COc1ccc(S(=O)(=O)N(C)C[C@H]2OCCCC[C@@H](C)Oc3ccc(NC(=O)Nc4ccccc4)cc3C(=O)N([C@@H](C)CO)C[C@H]2C)cc1 | · | · | -3.5 | -6 | 0[16.7 µM] | · | ·
O=S1(=O)N[C@@H](Cc2ccccc2)COc2cc(N3CCOCC3)ccc21 | -7 | 3 | 2.5 | 54* | · | -3 | 1
CCOC(=O)C1C(c2ccc(C(=O)O)cc2)NC(=O)NC1(O)C(F)(F)F (stereo not given) | -1 | -1 | -3.1 | 10 | -1 | 1 | 2
CCC1(c2ccccc2)NC(=O)N(CC(=O)Nc2ccccc2C(=O)N2CCCCC2)C1=O (stereo not given) | 11 | 7 | 1.2 | 35* | -2 | 0 | 8
COC(=O)C[C@@H]1C=C[C@H](NC(=O)c2ccccc2)[C@@H](CO)O1 | 0&-2 | 0&-3 | 3.1&1.6 | 0&3 | · | -1 | 11&6
O=C(CC1SC(N2CCCCC2)=NC1=O)Nc1cccc(C(=O)NCc2ccc(F)cc2)c1 (stereo not given) | 0 | 4 | -3.8 | -5 | -7 | 1 | 0
O=C(c1cccc(S(=O)(=O)N2CCN(c3ccccc3)CC2)c1)N1CC=C(c2ccccc2)CC1 | 1 | 1 | -1.3 | -3 | · | 2 | 1
Cc1cc(C)cc(NC(=O)C2C3C=CC4(O3)C2C(=O)N(CCCN2CCCCC2)C4C(=O)NC2CCCCC2)c1 (stereo not given) | -12 | -8 | -0.3 | 16 | -3 | 2 | 0
CN(C)c1ccc(C(c2ccc(N(C)C)cc2)C(O)c2ccccc2)cc1 (stereo not given) | -2 | 0 | 4.4 | 16 | · | -3 | -1
COc1ccc(CN(C)C[C@H]2OCCCC[C@H](C)Oc3ccc(NS(=O)(=O)c4ccccc4)cc3C(=O)N([C@@H](C)CO)C[C@H]2C)cc1 | -3 | -5 | -0.1 | -3 | -7[16.7 µM] | 2 | 0
CCCCNC(=O)c1cccc(S(=O)(=O)N2CC3(C)CC2CC(C)(C)C3)c1 (stereo not given) | -1 | 3 | -0.1 | -6 | -5 | -5 | -6
CC(C)(C)NCC(O)CON=C1c2ccccc2-c2ccccc21 (stereo not given) | 3 | -3 | -1.5 | 17 | · | -23 | 1
CC(CCc1ccccc1)NC(=O)CCNS(=O)(=O)c1ccccc1C(F)(F)F (stereo not given) | -1 | -2 | -0.4 | 2 | -1 | 0 | 9
C/C(CC(=O)Nc1ccc(C)c(Cl)c1)=N\NC(=O)c1ccco1 | -1 | -1 | -2.5 | -6 | 0 | -1 | 0
Cc1cc(C(=O)CCC(=O)Nc2ncccc2C)c(C)s1 | -4 | 3 | -1.1 | -6 | -4 | -1 | 1
Cc1cc2c(cc1S(=O)(=O)CCC(=O)NCc1ccccc1)OCC(=O)N2 | 2 | -2 | 1.1 | -2 | 0 | -3 | 12
Cc1noc(C)c1NC(=O)Nc1ccc2c(c1)C(=O)N([C@H](C)CO)C[C@H](C)[C@H](CN(C)Cc1ccccc1)OCCCC[C@@H](C)O2 | 4 | -4 | 0.0 | ? | 11[16.7 µM] | -1 | 6
CCC(=O)N1CC2(C1)[C@@H](c1ccccc1)[C@@H](CO)N2CCC(F)(F)F | 0 | -1 | 2.3 | 10 | · | -4 | 6
C[C@@H]1CN([C@H](C)CO)C(=O)c2cc(NS(=O)(=O)c3ccc(Cl)cc3)ccc2O[C@@H]1CN(C)C(=O)Nc1ccc(F)cc1 | -4 | 3 | -1.3 | -1 | -5[16.7 µM] | -4 | -3
COc1cccc(-c2c(C(=O)N/N=C/c3sccc3C)nnn2-c2nonc2N)c1 | -2 | · | -0.6 | -1 | · | 1 | -5
COc1ccc(Cc2nc3ccc(C(=O)NCCn4cccn4)cc3o2)cc1 | 1 | -1 | -0.1 | -6 | 0 | -1 | 1
COc1ccc2c3c(n(C)c2c1)[C@H](CO)N(C(=O)CN1CCOCC1)CC31CN(C(C)=O)C1 | 5 | 2 | -2.4 | -12 | · | 0 | -6

Following part.
SMILES | ERAP1 HTS inh | Casp6 inh | F508del corr | DENV2 CPE | miR-122 sensor | SIRT5 block | ERp5 inh
CC1(C(=O)NS(C)(=O)=O)CCN1C(=O)Cc1ccc(-c2ccccc2)cc1 (stereo not given) | 11 | 4 | -0.8 | -9 | -5 | 1 | 1
COc1ccc2oc(C(=O)OCC(=O)N(CC(C)C)c3c(N)n(Cc4ccccc4)c(=O)[nH]c3=O)c(C)c2c1 | 1 | -3 | 1.5 | 1 | -15 | -7 | 3
CNC[C@H]1Oc2ccc(NC(=O)C3CCCCC3)cc2C(=O)N([C@@H](C)CO)C[C@@H]1C | 0 | -2 | 1.5 | -5 | 0[16.7 µM] | · | -1
CCOC(=O)N1CCN(C(=O)/C=C/c2ccc([N+](=O)[O-])cc2)CC1 | 9 | -1 | -2.2 | · | 42 | -5 | 1
CCCC(C)C(=O)Nc1ccc(S(=O)(=O)Nc2nccs2)cc1 (stereo not given) | 3 | 0 | · | -3 | 1 | -2 | -1
C[C@H]1CN([C@@H](C)CO)C(=O)c2cc(NC(=O)Cc3cn(C)c4ccccc34)ccc2O[C@@H]1CN(C)S(=O)(=O)c1cccs1 | 0 | -2 | -0.4 | 6 | -8[16.7 µM] | 5 | 1
CCc1cccc(C)c1NC(=S)N(CCOC)C(C)c1ccco1 (stereo not given) | -2 | -2 | -2.2 | -8 | -2 | -4 | -8
CC(C)(CNS(=O)(=O)c1ccc(Cl)cc1)N1CCCCC1 | 3 | 2 | -0.5 | 9 | -3 | -1 | -8
Fc1cc(F)c(F)c(SCn2cc(Br)cn2)c1F | 0 | 3 | -0.7 | -4 | 1 | 0 | 4
C=CCn1c(=NC(=O)CC)n(C)c2ccccc21 | -1 | 4 | · | 1 | · | -2 | 2
Cc1ccc(CNC(=O)Cn2ccc3cc(S(=O)(=O)N4CCCCCC4)ccc32)cc1 | -1 | 1 | 0.8 | -4 | 16 | -2 | ·
COC(=O)C1C(=O)c2c([nH]c(C(=O)OCCSC)c2C)CC1C (stereo not given) | 3 | -1 | 1.2 | 7 | 1 | · | -1
O=S(=O)(Nc1cc(S(=O)(=O)N2CCOCC2)ccc1Cl)c1ccccc1 | -4 | -1 | -0.1 | 6 | · | -3 | 2
O=C(NCCC1CCCCN1S(=O)(=O)c1cccs1)C(=O)Nc1cccc(F)c1 (stereo not given) | 1 | 0 | 0.5 | -2 | · | 3 | -5
COc1ccc(OC)c(-c2csc(NC(=O)COC(=O)C3CC3)n2)c1 | -4 | 0 | -0.1 | -1 | · | -1 | 2
O=C(C[C@@H]1CC[C@H](NC(=O)Nc2ccccc2F)[C@H](CO)O1)NCc1ccc(-c2ccccc2)cc1 | 1 | 1 | 3.2 | -1 | · | 5 | -1
O=C(Cc1ccc([N+](=O)[O-])cc1)NCCc1ccc2c(c1)OCO2 | 3 | 0 | -2.8 | -6 | -1 | 0 | 1
CC1=NN(c2ccccc2)C(=O)C1CCC#N (stereo not given) | -3 | -1 | -1.3 | 4 | -4 | · | -6
Cc1noc(C)c1S(=O)(=O)Nc1ccc2c(c1)C(=O)N([C@@H](C)CO)C[C@@H](C)[C@H](CN(C)C(=O)Nc1ccc3c(c1)OCO3)OCCCC[C@@H](C)O2 | 0 | 3 | 1.2 | 3 | -4[16.7 µM] | -10 | 3
C[C@H]1CN([C@@H](C)CO)C(=O)c2cc(C#Cc3cccnc3)cnc2O[C@H]1CN(C)S(=O)(=O)c1ccccc1F | 2 | -2 | -2.1 | 2 | -34[16.7 µM] | -1 | 1
N#C/C(=C/c1ccc([N+](=O)[O-])cc1)C(=O)Nc1ccccc1O | 4 | 1 | · | -3 | · | 1 | -4
COC(=O)c1ccc(Cl)cc1NC(=O)/C=C/c1ccc(C)o1 | 2 | 1 | -4.8 | 7 | · | 2 | -1
C[C@H]1CN([C@@H](C)CO)C(=O)Cc2cc(NC(=O)C3CCCCC3)ccc2O[C@H]1CN(C)Cc1ccc(Cl)c(Cl)c1 | 0 | 0 | 3.6 | ? | 2[16.7 µM] | -1 | -3
C[C@@H]1CN([C@H](C)CO)S(=O)(=O)c2ccc(-c3cncnc3)cc2O[C@@H]1CN(C)Cc1ccccc1 | -3 | 3 | 0.7 | -1 | 1[16.7 µM] | 1 | 1
NC(=O)CSc1ccc(F)cc1 | 5 | 0 | -1.4 | 7 | -1 | 1 | -5

Complete entries from above. Values in the order: ERAP1 HTS inh | Casp6 inh | F508del corr | DENV2 CPE | miR-122 sensor | SIRT5 block | ERp5 inh
CNC[C@H]1Oc2ccc(NC(=O)C3CCCCC3)cc2C(=O)N([C@@H](C)CO)C[C@@H]1C is entered as 0 | -2 | 1.5 | -5 | 0[16.7 µM] | · | -1
C[C@H]1CN([C@@H](C)CO)C(=O)c2cc(C#Cc3cccnc3)cnc2O[C@H]1CN(C)S(=O)(=O)c1ccccc1F is entered as 2 | -2 | -2.1 | 2 | -34[16.7 µM] | -1 | 1
O=C(Cc1ccc([N+](=O)[O-])cc1)NCCc1ccc2c(c1)OCO2 is entered as 3 | 0 | -2.8 | -6 | -1 | 0 | 1
CCCC(C)C(=O)Nc1ccc(S(=O)(=O)Nc2nccs2)cc1 (stereo not given) is entered as 3 | 0 | · | -3 | 1 | -2 | -1

Remaining list, next part
SMILES | ERAP1 HTS inh | Casp6 inh | F508del corr | DENV2 CPE | miR-122 sensor | SIRT5 block | ERp5 inh
C[C@@H]1CN([C@@H](C)CO)C(=O)c2cc(-c3ccc(F)cc3)cnc2O[C@@H]1CN(C)CC1CCOCC1 | 0 | 6 | -0.4 | ? | 5[16.7 µM] | -1 | 0
COC(=O)C1=C(C)Nc2c(c(=O)n(C)c(=O)n2C)C1c1ccc(C)cc1 (stereo not given) | -1 | 1 | 0.1 | -4 | -15 | -5 | 15
COc1ccc(NC(=O)CCn2c(=O)c3cccn3c3ccccc32)cc1 | 2 | 0 | 3.2 | ? | · | -5 | 1
CN(C)S(=O)(=O)n1cc(/C=C(\NC(=O)c2ccccc2)C(=O)N2CCCC2)c2ccccc21 | -2 | -2 | 0.3 | -4 | 2 | 2 | -7
O=C(O)CN1C(c2ccccc2)=Nc2ccc(Br)cc2C1c1ccccc1 (stereo not given) | -3 | -4 | 1.5 | 8 | · | -1 | 0
CCOC(=O)c1cnc(Nc2nc3ccccc3o2)nc1CSC(=S)N1CCCCC1 | 10 | -1 | · | -1 | -7 | -4 | 11
CC(=O)Nc1ccccc1C(=O)C(=O)Nc1ccc(C)c(C)c1 | -1 | -2 | -0.8 | -6 | -7 | · | 4
Fc1cccc(Cc2noc(CN3CCCCC3c3ccccn3)n2)c1 (stereo not given) | -2 | 0 | 1.4 | -2 | · | -1 | -7
Cc1csc2nc(CNC(=O)C3CCCCC3)cn12 | -8 | 1 | -1.7 | -7 | · | -5 | 3
O=C(Nc1ccc2c(c1)OCCO2)C(c1ccncc1)n1c(=O)c(-c2cc3ccccc3[nH]2)nc2ccccc21 (stereo not given) | -7 | -1 | 3.0 | -12 | · | · | 0
CCCCNc1ccc(C(F)(F)F)cc1S(=O)(=O)NCCc1ccc(F)cc1 | · | 1 | 1.1 | 5 | -21 | · | 6
CCCCc1cc(=O)oc2cc(C)cc(O)c12 | -3 | -5 | · | · | -27 | 0 | -5
COC(=O)c1cnn(-c2ccccc2)c1/C=N/NC(=S)Nc1ccccc1 | 0 | 1 | -2.0 | 2 | 2 | -3 | 3
CCn1cc(CN2CCCC(C(=O)Nc3cccc(-c4cc5ccccc5[nH]4)c3)C2)cn1 (stereo not given) | -8 | -8 | 0.7 | -2 | -9 | 0 | -19
